# Bioassay records from PubChem.
# Thrombin inh = blocks human thrombin protease activity | AID 1046 | 0.26% of 220,000 active | alpha-thrombin, Boc-VPR-AMC fluorogenic substrate cleavage | P00734 | inhibition, % at 5 µM;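 active = inhibition at or above 40%; inactive = inhibition below 40%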;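 note: 0% = enzyme with no compound and 100% = wells without enzyme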
#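 System: Human alpha-thrombin protein | Medium: pH 7.5 Tris (50 mM) with NaCl 150 mM, Tween 20 0.05% | Times: Enzyme reaction carried out at room temperature | Detection: AMC fluorescence, 355/460 nm | Evaluation: Percent inhibition scaled between no-compound controls and no-enzyme blanks | Benchmarks: Enzyme without compound as high, wells lacking enzyme as low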
# Tb hexokinase = blocks Trypanosoma brucei hexokinase 1 activity; recombinant TbHK1, G6PDH-coupled NADH A340; 0.11% of 220,000 active; inhibition, % at 10 µM; AID 1430;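 active = inhibition of 50% or more in the single-dose primary screen; inactive = inhibition below 50%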
# Furin inhibitor = inhibitors of human furin; purified furin, fluorogenic substrate cleavage; 0.061% of 220,000 active; AID 463115; P09958; inhibition, % at 30 µM; in the data active = inhibition above about 25%; note: inactives centre near -15
# Target sequence (P09958 108-714 limits assumed): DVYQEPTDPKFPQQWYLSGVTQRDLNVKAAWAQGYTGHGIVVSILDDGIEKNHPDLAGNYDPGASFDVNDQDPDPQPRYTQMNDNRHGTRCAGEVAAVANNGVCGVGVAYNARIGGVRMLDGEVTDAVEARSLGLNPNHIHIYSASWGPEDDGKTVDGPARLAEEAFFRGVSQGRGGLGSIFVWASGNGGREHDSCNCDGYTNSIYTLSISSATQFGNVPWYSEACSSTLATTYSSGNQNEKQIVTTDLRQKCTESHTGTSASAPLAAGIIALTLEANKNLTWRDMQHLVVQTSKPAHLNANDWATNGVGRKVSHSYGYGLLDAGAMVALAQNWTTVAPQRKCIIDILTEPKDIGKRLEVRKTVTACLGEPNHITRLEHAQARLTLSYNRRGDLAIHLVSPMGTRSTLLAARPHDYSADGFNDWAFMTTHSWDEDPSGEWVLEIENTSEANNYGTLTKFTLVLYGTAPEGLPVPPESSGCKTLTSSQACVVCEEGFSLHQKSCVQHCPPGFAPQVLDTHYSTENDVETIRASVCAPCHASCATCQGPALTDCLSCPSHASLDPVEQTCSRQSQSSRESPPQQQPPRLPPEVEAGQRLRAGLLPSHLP
# Cl transport mod = KCC2 (human) Cl- transport modulation; Q9H2X9; KCC2 cells, thallium flux FluoZin-2 fluorescence; B-score of Tl+ flux slope (higher = more flux/activation; lower = inhibition) at 10 µM; 2.2% of 190,000 active; AID 1456;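 active = thallium flux slope and its plate-corrected score both differing from the plate sample mean at a set confidence after two filtering rounds, in either direction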;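 note: slope of fluorescence scaled to starting intensity during 10 to 20 s after thallium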
# TRPN1 ag = zebrafish TRPN1 (NompC) channel agonism. 0.18% of 220,000 active. activation, % at 3 µM. HEK293 zebrafish TRPN1-YFP, Fluo-8 calcium fluorescence; 100% = response to 87 µM carbachol. AID 1424;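 active = activation above its plate's cutoff, the mean activation of test wells on that plate plus 3 SD, cut at about 19% in these data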;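 note: 0% = DMSO alone and 100% = 87 µM carbachol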
#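 Material – zebrafish TRPN1-YFP in HEK293 cells · Doses – 3 µM single point · Schedule – dye 1 h 37 °C plus 30 min RT · Signal – Fluo-8 calcium fluorescence, excitation 470-495 nm, emission 515-575 nm · Read-out – % activation versus carbachol response · Control set – carbachol high, DMSO low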
# TRPML3 agonist = activates the human TRPML3 channel; AID 1448; 0.29% of 220,000 active; HEK293 TRPML3-YFP, Fluo-8 calcium fluorescence; 100% = the carbachol control signal; activation, % at 3 µM;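 active = activation above its plate's cutoff, the mean activation of the plate's test wells plus 3 SD, cut at about 12% in these data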;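 note: 0% = DMSO only wells and 100% = carbachol wells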
#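 Material: TRPML3-YFP stable HEK293 cells | Dosing: One concentration, 3 µM nominal, 0.3% DMSO | Timing: 125 s total fluorescence read per well | Technique: Fluo-8 calcium dye fluorescence, ex 470-495, em 515-575 nm | Measure: Percent activation from peak-to-basal fluorescence ratio, scaled between DMSO and carbachol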
# EBV gp42 block = blocks Epstein-Barr virus glycoprotein 42 binding; Q1HVG2; Fluorescence polarization binding assay, mP read-out; inhibition, % (tested at 21.74 µM); 0.42% of 220,000 active; in the data active = inhibition above about 50%
# Target sequence (Q1HVG2 whole entry, looked up): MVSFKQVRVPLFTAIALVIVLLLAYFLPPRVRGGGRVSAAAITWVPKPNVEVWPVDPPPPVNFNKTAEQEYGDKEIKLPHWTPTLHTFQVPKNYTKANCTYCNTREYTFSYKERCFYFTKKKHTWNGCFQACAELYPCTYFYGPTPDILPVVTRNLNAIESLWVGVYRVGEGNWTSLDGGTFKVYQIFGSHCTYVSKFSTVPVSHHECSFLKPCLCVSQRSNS
# PPC-1+TRAIL kill = compounds killing PPC-1 cancer cells with TRAIL present (potentiator screen, no TRAIL-free arm); PPC-1 cells + TRAIL, ATPLite viability luminescence; cell killing (% activity), % at 4 µM; 0.41% of 220,000 active; AID 1443;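 active = cell killing above 50% in the first pass at 4 µM, then a duplicate retest at 5 µM averaging 50% or more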;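 note: plate controls were cells with TRAIL plus DMSO for no effect and medium-only wells lacking cells for full effect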
# m-calpain inh = blocks pig calpain II enzyme activity; purified calpain II, fluorogenic peptide substrate, 30 min; inhibition, % at 16 µM; 0.37% of 220,000 active;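 active = inhibition above about 50%, limit read from the data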
# Numbers without * were called inactive; . = not tested or not shown; [ ] = remark or other dose.
SMILES,Thrombin inh,Tb hexokinase,Furin inhibitor,Cl transport mod,TRPN1 ag,TRPML3 agonist,EBV gp42 block,PPC-1+TRAIL kill,m-calpain inh
Cc1cc(C)n(-c2nc(NC(C)C)nc(NC(C)C)n2)n1,-7,-3,-17,-0.88,-0.5,-0.1,-1,2,-32
CCCCOC(=O)C1=C(C)Nc2ncnn2C1c1ccc(OC)c(OC)c1OC (stereo not drawn),-5,-17,-26[20 µM],-0.0061,-0.6,-1.4,-11,16,-8
c1csc(-c2nc(-c3ccncc3)no2)c1,2,-3,-16,0.71,0.3,0.7,-2,-4,24
CC1CCN(CCNC(=O)CCS(=O)(=O)c2ccc(Br)cc2)CC1,-6,-1,-12,0.63,5.1,-0.1,-6,4,4
CCc1ccc(-c2csc(NC(=O)C3CCCO3)c2C(=O)OC(C)C)cc1 (stereo not drawn),2,6,-3[20 µM],0.78,0.2,0.7,-34,38,13
CCNC(=O)CC1C(=O)N(c2ccc(F)cc2)C(=O)N1CCc1sccc1C (stereo not drawn),-5,0,-12,0.087,-0.2,0.7,-5,8,-22
CN(C)/N=C/C=C1\CC/C(=C\c2ccc(Br)cc2)C1=O,3,-6,-5[20 µM],1.4,0.6,0.5,-4,24,-19
COc1cccc(N2CCN(C(=O)NC3CCCCC3)CC2)c1,-10,-2,-19[20 µM],-0.68,0.5,1.2,-11,-17,-19
O=C(O)COc1ccccc1/C=N/NC(=O)c1ccc(F)cc1,0,-11,-14,0.39,1.2,0.9,-14,15,-8
CC(=O)NC(=S)Nc1ccc(NC(=O)COc2ccc(Cl)cc2Cl)cc1,-4,-4,-22[20 µM],-0.32,-0.1,1.2,-20,-6,-16
O=C(CN(Cc1ccco1)C(=O)c1cccc(Cl)c1)Nc1c(Cl)cc(Cl)cc1Cl,5,6,-20[20 µM],-2.2,-0.8,0.4,-18,8,26
O=c1[nH]c2cc3c(cc2cc1CN(CCO)S(=O)(=O)c1ccccc1Cl)OCCO3,-10,-25,-17[20 µM],0.22,-0.8,0.4,-12,5,-379
O=C(c1ccccc1)N1CCCCCC1,1,2,-10,-0.08,1.3,0.3,-5,-18,28
Cc1ccccc1CSc1nncn1N,5,5,-11[20 µM],-0.24,-0.2,0.4,-22,13,-10
COCc1c(Br)c(C)nc(OCC(=O)O)c1C#N,-1,-6,-30[20 µM],0.058,0.2,0.8,-5,13,-10
Cc1c(NC(=O)c2ccc3c(c2)OCO3)cccc1-c1nc2ccccc2s1,-3,0,-24[20 µM],-0.81,1.4,0.4,-14,22,-10
Cc1ccc(S(=O)(=O)N2CCOCC2)cc1NC(=O)COC(=O)c1ccc(OCc2c(C)noc2C)cc1,-6,28,-11,-0.84,2.7,1.8,-26,14,40
Cc1nonc1NC(=O)CSc1nnc(-c2ccoc2C)n1CC(C)C,2,-4,-17,0.0038,1.2,-1.1,-26,-4,-10
Cc1ccc2[nH]c3c(c2c1)CN(C(=O)CN1c2ccc(F)cc2CCC1C)CC3 (stereo not drawn),-1,-8,0[20 µM],0.78,-0.2,0.6,-9,-8,-54
CCn1nnnc1SCC(=O)N1CCc2ccccc21,2,6,-22[20 µM],-1.1,-0.1,0.3,-13,.,-11
CCN(CCNC(=O)CC1Oc2ccccc2NC1=O)c1ccccc1 (stereo not drawn),-9,4,-2,1.6,3.3,-0.2,0,11,-5
Cc1ccc(N2C(=O)S/C(=C/c3cn(C)c4ccccc34)C2=O)cc1,4,-12,-16,.,1.3,0.9,-23,13,-52
Cc1nc(C)c(C(=O)OCC(=O)N2CCN(c3ccccc3)CC2)s1,-4,-4,-14[20 µM],.,-0.2,0.9,-16,14,42
OCC1(CCOc2ccccc2)CCN(Cc2cn[nH]c2-c2ccc(F)cc2)CC1,1,3,-7,.,3.0,2.3,0,8,-2
O=C(c1ccco1)N1CCN(CC2CC3C=CC2C3)CC1 (stereo not drawn),-6,-5,-16[20 µM],0.58,-0.1,0.3,-9,7,-18
O=C(NCCCCCc1nc2ccccc2[nH]1)c1ccccc1Cl,-4,-8,-19,-0.43,0.1,0.6,-9,2,9
CC(Oc1ccc(Cl)cc1Cl)C(=O)N(C)c1ccccc1 (stereo not drawn),-4,5,-11,-0.057,-3.1,-1.0,17,7,16
Cc1ccc(NC(=O)CSCC(N)=O)cc1C,11,0,-15[20 µM],0.12,-0.4,1.6,-2,-14,1
CSc1nsc(SC)c1NC(=O)N1CCCC1,-3,37,-7,-2,-0.2,-0.5,-8,6,-9
O=C(CSc1nnc(-c2ccccn2)n1Cc1ccccc1)N1CCOCC1,-2,2,-10,1.7,0.1,1.3,2,3,-31
Cc1cc2c(c(/C=C/C(=O)c3ccccc3)c1)OC1(C=C2)Oc2ccccc2C(=O)N1C (stereo not drawn),.,-4,-26,1.1,1.4,0.6,-6,10,-90
Cc1cccc2cc(/C=N/NC(=O)CN3CCCCC3)c(Cl)nc12,1,-11,-9,1.1,-0.3,0.6,-5,.,17
COc1nnc(-c2ccc(N3CCOCC3)c(NC(=O)C3CCCCC3)c2)c2ccccc12,-2,-3,-2[20 µM],-0.62,0.6,0.0,33,10,-3
CN(C)CCNc1nc2sc3c(c2c(=O)n1-c1ccccc1)CCCCC3,0,-5,-19,0.66,2.4,1.7,-2,23,-19
O=C(Cc1ccc(S(=O)(=O)N2CCOCC2)s1)NCCC(c1ccccc1)c1ccccc1,3,-6,-9[20 µM],-0.3,-0.2,11,-49,8,-36
CCOC(=O)C1(Cc2ccccc2Cl)CCN(C(=O)c2cnccn2)CC1,-1,-16,-21,-0.088,0.9,0.4,-5,7,10
C=CCC(Nc1ccccc1)c1ccc(OC)c(OC)c1 (stereo not drawn),-3,-8,-20,0.083,-1.8,-0.5,-10,-4,-9
Cc1cc(C)nc(/N=C(\N)Nc2ccc(OCc3ccccc3)cc2)n1,-1,14,-28,0.35,111*,102*,-19,6,3
NC(=O)CSc1nnc(NC(=O)c2cccc(S(=O)(=O)N3CCCCC3)c2)s1,-8,-18,-31,0.54,1.4,1.6,-7,-6,-6
CS(=O)(=O)N(Cc1ccccc1Cl)c1ccc(C(=O)NCc2ccccn2)cc1,-5,-5,-13,0.015,0.8,1.0,-7,-3,27
Cc1cccc(OC(=O)c2sc3ncn(C)c(=O)c3c2C)c1,-1,2,-25,-0.24,0.6,0.1,-31,.,-11
c1ccc(-c2csc(NC3=NCCCCC3)n2)cc1,-10,-15,-19,-1.9,-0.4,0.1,-5,21,-14
O=C(CSC1=N/C(=C/c2ccco2)C(=O)N1c1ccc(OC(F)F)cc1)NC1CCS(=O)(=O)C1 (stereo not drawn),-8,-12,-22,0.72,1.6,1.7,-9,-3,0
CCOc1ccc(S(=O)(=O)N2CCN(C(=O)c3cc4c(s3)CCCC4)CC2)cc1,-3,37,-8,1.3,-1.2,0.6,-1,0,-8
COc1ccc(C2(C(=O)Nc3ccc(C(=O)N4CCOCC4)cc3)CCOCC2)cc1,3,18,-1,-1.8,1.4,0.1,-27,2,-19
Cc1onc(-c2c(F)cccc2Cl)c1C(=O)Nc1nnc(C2CC2)s1,-3,-9,-21,0.84,0.6,0.5,-9,9,-11
O=C(CCN1C(=O)c2ccccc2C1=O)N1CCN(Cc2ccccc2)CC1,3,-12,-20[20 µM],.,0.0,0.3,-6,-6,16
CC(=O)N1CCN(c2ccc(S(=O)(=O)N3CCCCC3)cn2)CC1,-4,-7,-27[20 µM],0.16,1.2,0.7,-26,28,4
CN1CCN(CCCNC(=O)Cn2nc(-c3ccccc3)ccc2=O)CC1,-4,-5,-5,0.04,-1.5,0.2,-12,-13,23
Cc1ccc(C(=O)N/C(=C/c2cn(-c3ccccc3)nc2-c2ccccc2)C(=O)O)cc1,1,1,-18,0.22,-0.2,0.2,0,20,-9
Cc1cc(=O)oc2cc(OC(=O)CCCCCN3C(=O)c4ccccc4C3=O)ccc12,1,-2,-54,-1,0.3,0.5,3,19,-483
CC(C)(C)C(=O)NC1(C(F)(F)F)NC(=O)N(c2ccc(F)cc2)C1=O (stereo not drawn),-1,-5,-27,-0.014,0.4,1.4,1,14,-64
Cc1c(O)ccc2c(CN3CCN(C/C=C/c4ccccc4)CC3)cc(=O)oc12,-7,-23,-19,-0.12,0.7,2.5,0,-4,-29
O=C(Nc1ccc(S(=O)(=O)N2CCOCC2)cc1)c1ccc2ncsc2c1,3,-11,-30,0.51,2.1,0.1,-27,20,-12
COc1ccc(Cn2nnnc2C(c2ccccc2)N2CCN(C3CCCC3)CC2)cc1 (stereo not drawn),-1,0,-32,-0.13,0.9,1.6,-22,9,3
Cc1cccn2c(=O)c3cc(C(=O)NC(C)c4ccccc4)c(=N)n(CCCn4ccnc4)c3nc12 (stereo not drawn),-15,-35,-88,1.2,0.1,0.7,-1,14,-321
COC(=O)CSc1nnc(-c2ccc(S(=O)(=O)NCc3cccs3)cc2)o1,-1,3,-20,.,0.8,1.1,-14,15,-16
CCC(C)NS(=O)(=O)c1ccc(S(=O)(=O)Nc2cc3c(cc2C(C)=O)OCO3)cc1 (stereo not drawn),-3,-3,-23,-0.14,0.9,0.4,10,0,33
CC(=O)C1=C(C)NC(SCC(N)=O)=C(C#N)C1c1ccco1 (stereo not drawn),-2,-12,-5,-0.2,1.7,0.7,7,-8,-38
COCCCNC(=O)CS(=O)(=O)Cc1nc(-c2ccccc2C)oc1C,-3,-8,-27,1,-0.6,0.4,7,22,-6

# Random excerpt: two compounds from above.
SMILES,Thrombin inh,Tb hexokinase,Furin inhibitor,Cl transport mod,TRPN1 ag,TRPML3 agonist,EBV gp42 block,PPC-1+TRAIL kill,m-calpain inh
Cc1c(NC(=O)c2ccc3c(c2)OCO3)cccc1-c1nc2ccccc2s1,-3,0,-24[20 µM],-0.81,1.4,0.4,-14,22,-10
CN(C)CCNc1nc2sc3c(c2c(=O)n1-c1ccccc1)CCCCC3,0,-5,-19,0.66,2.4,1.7,-2,23,-19

# New compounds follow:
SMILES,Thrombin inh,Tb hexokinase,Furin inhibitor,Cl transport mod,TRPN1 ag,TRPML3 agonist,EBV gp42 block,PPC-1+TRAIL kill,m-calpain inh
O=C(c1ccc(F)cc1)c1cnc(Nc2ccccc2)s1,-1,-12,-11,0.76,1.1,0.5,-3,40,-4
Nc1c(C(=O)NC2CCCCC2)nsc1C(=O)OCC(=O)NC1CCCCC1,2,2,-31,0.21,5.5,1.8,-24,3,-29
Cc1nnc(SCC(=O)NCCOc2ccc(Cl)cc2)n1-c1ccccc1,-6,-4,-17,.,-0.4,0.0,-13,2,-4
Cc1nnc(NC(=O)c2ccccc2NC(=O)c2ccccc2)s1,-1,15,-38,-0.91,6.9,1.3,-9,13,-8
COc1ccc(CCN(C)Cc2nc(Cc3ccc(OC)c(OC)c3)no2)cc1OC,-4,-5,-9,-0.16,0.0,1.7,-8,-1,-13
Cc1noc(C)c1Cc1ccc(O)cc1,2,-2,1[20 µM],.,-0.1,0.1,-25,4,-2
